aSyn rescue – qHTS of alpha-syn Inhibitors; Yeast expressing alpha-synuclein, growth rescue, BacTiter-Glo, 24 h; Potency, µM (series often up to 46.1 µM), inactives show top-dose growth rescue (activation), most hits filed as activators; 370,000 tested, 0.14% active; AID 652106, 2013; further: potency means the concentration at half of the fitted maximal effect; % of control where 0% means no effect; nearly all actives have a fitted effect of over 65% in size
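Screening used galactose-induced yeast with toxic alpha-synuclein levels, exposed to compound for 24 hr at 30 deg C. Cell growth, read with BacTiter-Glo luminescence, gave the measured signal.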
GLP1R cytotox – qHTS of GLP-1 Receptor Inverse Agonists: Cytotox Screen. HEK293 cAMP-luciferase reporter cells, luminescence, 24 h. AID 624418, 2012. 410,000 tested, 0.13% active. Potency, µM (doses to about 38.3 µM), without a hit: at the highest dose activity change, negative = inhibition, hits mostly inhibitors;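 further: loss of luciferase light is scored as toxicity; potency means the concentration at half of the fitted maximal effect; on the % scale 0 is the no-effect control and ±100 the full control effect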
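To flag toxic compounds, the library was rerun on cells for 24 hr at 37 deg C and 5% CO2. Viability-linked luminescence was captured 12 min after adding luciferase detection reagent.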
GLP1R ag – qHTS of GLP-1 Receptor Agonists; HEK293 GLP-1R CRE-luciferase, luminescence, 4-6 h; cells express a hypersensitive GLP-1R form; Potency, µM (titrated, usually from 45.6 µM), without a hit: at the highest dose activation, usual class: activators; 380,000 tested, 0.007% active; AID 624172, 2012; further: potency means the concentration at half of the fitted maximal effect; % of control where 0% means no effect
D3 ag – qHTS of D3 Dopamine Receptor Agonist: qHTS; D(3) dopamine receptor (Homo sapiens), P35462; D3R DiscoveRx beta-arrestin cells, luminescence, 90 min; 410,000 tested, 0.58% active; max activation, %; in the data active means max activation above about 30%; further: 0% is about no effect; mostly tested at two doses, the higher about 12 µM
Target sequence (P35462 whole entry, looked up): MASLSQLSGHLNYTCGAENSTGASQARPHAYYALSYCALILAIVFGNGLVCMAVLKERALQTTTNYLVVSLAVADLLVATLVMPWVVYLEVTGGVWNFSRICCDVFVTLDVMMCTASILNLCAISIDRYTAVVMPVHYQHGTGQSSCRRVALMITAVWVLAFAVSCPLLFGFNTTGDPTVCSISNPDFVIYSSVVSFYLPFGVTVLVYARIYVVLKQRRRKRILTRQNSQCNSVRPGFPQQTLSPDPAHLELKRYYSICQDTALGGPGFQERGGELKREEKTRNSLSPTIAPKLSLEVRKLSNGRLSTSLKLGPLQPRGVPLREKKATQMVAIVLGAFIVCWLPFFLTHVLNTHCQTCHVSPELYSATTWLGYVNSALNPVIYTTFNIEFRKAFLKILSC
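Agonist mode: compounds and dopamine controls were applied to plated cells for 90 min at 37 degrees C after an overnight attachment at 1500 cells/well. Luminescent read-out followed 30 - 60 minutes at room temperature with DiscoveRx detection reagent.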
KB-V1 MDR tox – qHTS assay for MDR1-selective chemotherapeutics: Primary screen using the drug-selected MDR subline cells KB-V1; KB-V1 MDR cells viability, CellTiter-Glo, 72 h; Potency, µM (doses to about 46.1 µM), without a hit: top-dose activity change, negative = cytotoxicity, most hits filed as cytotoxic; 400,000 tested, 3.4% active; AID 1347076, 2019; further: potency means the concentration at half of the fitted maximal effect; on the % scale 0 is the no-effect control and ±100 the full control effect; nearly all actives have a fitted effect of over 60% in size
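Cytotoxicity via CellTiter-Glo luminescence after 72 h compound exposure at 37 degrees C. Cells: drug-selected KB-V1 line, DMEM phenol-red free plus 10% FBS. Compounds tested at multiple concentrations; normalized data fitted to concentration-effect curves.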
D3 antag – qHTS of D3 Dopamine Receptor Antagonist: qHTS; D(3) dopamine receptor (Homo sapiens), P35462; D3R cells, DiscoveRx beta-arrestin luminescence, antagonist mode; stronger effect = lower value; max response, negative = inhibition, %; 360,000 tested, 2.5% active; in the data active means max response below about -50%; inconclusive means no clear call, values can overlap the other calls; further: on the % scale 0 is the no-effect control and ±100 the full control effect; mostly tested at two doses, the higher about 12 µM
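Cells plated overnight at 1500 cells/well, then exposed to library compounds with dopamine controls for 90 minutes at 37 degrees C. DiscoveRx reagent added for 30–60 minutes at room temperature; luminescence read, quantitative HTS format.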
TDP-43 yeast inh – qHTS of TDP-43 Inhibitors; TDP-43 expressing yeast growth rescue, BacTiter-Glo, 24 h; Potency, µM (top dose mostly 46.1 µM), for inactives: at the highest dose growth rescue (activation), actives largely listed as activators; 410,000 tested, 1.8% active; AID 652104, 2013; further: potency means the concentration at half of the fitted maximal effect; % of control where 0% means no effect; nearly all actives have a fitted effect of over 50% in size
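Galactose-induced TDP-43 yeast, OD600=0.02, compound pinned; 24 hr, 30 deg C; BacTiter-Glo luminescence for growth. Inhibitors of TDP-43 toxicity read as activators.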
PTHR1 agonist – qHTS for PTHR1 Agonists: Primary Screen; Parathyroid hormone/parathyroid hormone-related peptide receptor (Homo sapiens), Q03431; HEK293 GP2 PTHR1 cells, GloSensor cAMP luminescence, 1 h; Potency, µM (series often up to 115 µM), without a hit: at the top dose activation, hits mostly activators; 410,000 tested, 0.075% active; further: potency means the concentration at half of the fitted maximal effect; nearly all actives have a fitted effect of over 55% in size; some results filed as inactive show a strong effect at the top dose; inactives centre near -15; many of its hits are not listed in these tables
Target sequence (Q03431 whole entry, looked up): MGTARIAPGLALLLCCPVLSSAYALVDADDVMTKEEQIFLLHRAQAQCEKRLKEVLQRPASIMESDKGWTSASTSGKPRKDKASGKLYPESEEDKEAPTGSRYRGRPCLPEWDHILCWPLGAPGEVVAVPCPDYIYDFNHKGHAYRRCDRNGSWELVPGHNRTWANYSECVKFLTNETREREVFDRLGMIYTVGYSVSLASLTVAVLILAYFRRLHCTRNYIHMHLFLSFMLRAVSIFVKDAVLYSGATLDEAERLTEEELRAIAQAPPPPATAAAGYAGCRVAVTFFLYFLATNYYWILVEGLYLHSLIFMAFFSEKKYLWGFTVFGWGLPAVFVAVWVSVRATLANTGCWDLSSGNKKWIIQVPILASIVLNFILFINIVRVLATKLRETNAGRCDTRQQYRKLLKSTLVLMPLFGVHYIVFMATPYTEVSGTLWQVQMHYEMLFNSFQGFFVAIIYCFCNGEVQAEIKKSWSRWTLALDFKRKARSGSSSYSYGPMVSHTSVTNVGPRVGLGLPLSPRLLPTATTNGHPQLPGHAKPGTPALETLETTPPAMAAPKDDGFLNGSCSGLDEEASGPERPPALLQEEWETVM
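HEK-293-derived GP2 cells expressing PTHR1 and a GloSensor cAMP reporter, 3,000/well, plated overnight, given luciferin plus IBMX (each 0.5 mM as added) for 1 h at 37 °C, then compound for 1 h at 37 °C. Luminescence was read after 15 min at room temperature.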
GLP-1R inv ag – qHTS of GLP-1 Receptor Inverse Agonists (Inhibition Mode). HEK293 GLP-1R CRE-luciferase, luminescence, 24 h; GLP-1R form is constitutively active. Potency, µM (series often up to 38.3 µM), without a hit: at the top dose activity change, negative = inhibition, usual class: inhibitors. AID 624417, 2012. Glucagon-like peptide 1 receptor (Homo sapiens), P43220. 410,000 tested, 1.6% active; further: potency means the concentration at half of the fitted maximal effect; on the % scale 0 is the no-effect control and ±100 the full control effect; nearly all actives have a fitted effect of over 55% in size
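Using stably transfected HEK293 (constitutively active GLP-1R, cAMP-luciferase reporter), compounds were incubated 24 hr and luciferase measured by luminescence.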
The depositor's hits bear a star; i = inactive; ? = inconclusive; nt = not tested or not shown; [ ] = dose if it differs, or a comment. Unless noted, the call rests on the fitted dose curve; in most records, active means well fitted curve in the direction sought with a large enough effect; inconclusive means small, poorly fitted or top-dose-only effect, or another doubt; inactive means no such curve, though single readings can be large; an effect the other way counts as inactive or inconclusive.

SMILES	aSyn rescue	GLP1R cytotox	GLP1R ag	D3 ag	KB-V1 MDR tox	D3 antag	TDP-43 yeast inh	PTHR1 agonist	GLP-1R inv ag
Clc1cccc(-c2ccc(/C=N/n3cnnc3)o2)c1	0%	2%	7%	-14	?	-13	5%	i	49%[activator]
O=C1CCCC/C1=C/NCc1ccc(F)cc1	9%	-12%	-3%	-1	-3%	?	-6%	-6%	14%
Cc1ccc(C(=O)NCC(c2ccco2)N2CCc3ccccc32)cc1C (stereo not drawn)	-31%[inhibitor]	12%	3%	-18	?	0	-2%	i	?
Cc1ccc(-n2c(O)c(/C=N/NC(=O)C3COc4ccccc4O3)c3ccccc3c2=O)cc1 (stereo not drawn)	14%	65%[activator]	-9%	2	?	-4	20%	-30%	?
CCOc1ccc(CCNC(=O)c2[nH]c3cc(OC)ccc3c2Sc2ccccc2)cc1OCC	nt	-2%	nt	2	-17%	nt	4%	i	9%
CCOC(=O)c1ccc(N2CC3=C(C2=O)C(c2ccc(OC)cc2)NC(=O)N3C)cc1 (stereo not drawn)	nt	2%	nt	1	-19%	nt	13%	i	2%
Cc1ccc(-c2nc(-c3ccccc3)no2)cc1	-7%	-15%	-25%	0	-2%	-16	?	-25%	36%[activator]
CC(=O)Nc1ccc(NC(=O)CNC(=O)c2sc3ccccc3c2Cl)cc1	-3%	2%	9%	4	14%	7	-7%	i	-1%
CCc1ccc(C(=O)COC(=O)c2cncc(Br)c2)cc1	-2%	-3%[7.66 µM]	3%	4	?	9	19%[9.22 µM]	-22%	-15%[7.66 µM]
Cc1cc(/C=C2\NC(=S)NC2=O)c(C)n1-c1cccnc1	-4%	-21%	12%	-9	-9%	6	-20%	-52%[inhibitor]	27%
CCCCN(C)c1c(C)nc2ccc(C(=O)NCc3cccs3)cn12	0%	-18%	14%	6	?	13	13%	-42%[inhibitor]	?
Cc1ccc(-c2csc(NC(=O)COc3ccc(N(C)S(=O)(=O)c4ccc(C)cc4)cc3)n2)cc1	2%	-9%	-3%	-6	-13%	-16	-33%[inhibitor]	i	10%
CCCSc1ncnc2c1oc1ccccc12	-2%	3%	5%	7	0%	-10	3%	?	0%
CN(C)c1ccc2c(=O)[nH][nH]c(=O)c2c1	-4%	15%	0%	0	0%	-20	-12%	i	-1%
Cc1cc(NC(=O)C2CCN(S(=O)(=O)c3ccc(Br)s3)CC2)ccc1Br	nt	1%	nt	8	5%	nt	22%	-42%[inhibitor]	-10%
Cc1cc(C(=O)COC(=O)c2ccc(Cl)c(S(N)(=O)=O)c2)c(C)n1CC1CCCO1 (stereo not drawn)	-1%	-2%	-9%	19	1%	12	17%	-39%[inhibitor]	?
CCOC(=O)c1c(C)n(C)c2ccc(OC)c(NC(=O)CN3CCC4(CC3)OCCO4)c12	-1%	-44%	?	1	1%	24	12%	i	2%
COc1ccc(CCNC(=O)c2cc(S(=O)(=O)N3CCCC(C)C3)cn2C)cc1OC (stereo not drawn)	nt	7%	1%	5	-3%	nt	?	-41%[inhibitor]	6%
COc1ccc(CCNC(=O)Cc2cc(=O)[nH]c(=O)[nH]2)cc1OC	-4%	-22%	-3%	2	29%	13	7%	-20%	8%
O=C(O)CC1=C(O)C(=O)N(c2ccccc2)C1c1ccc(Cl)cc1 (stereo not drawn)	1%	-3%	-12%	4	27%	11	2%	-4%[57.5 µM]	?
C/C(CC(=O)NCc1ccco1)=N\NC(=O)C(c1ccccc1)c1ccccc1	4%	5%	-7%	-9	-1%	34	-10%	i	-12%
CN(C)c1cccc2c(/C=N/O)ccc(N(C)C)c12	-3%	2%	0%	7	-5%	12	-20%	i	9%
CC(=O)Nc1ccc(C(=O)N(C)C(C(=O)Nc2ccc(C)cc2)c2ccccn2)cc1 (stereo not drawn)	0%	-9%	-3%	3	27%	6	3%	i	1%
Cc1ccc(-n2nnc(-c3cccnc3Cl)n2)cc1	-14%	-26%	15%	2	13%	35	2%	-52%	8%
Cc1ccc(-c2cnc(C3CC3)o2)cc1S(=O)(=O)Nc1ccccc1	?	-32%	15%	4	?	-2	32µM*	-30%	?
CC(C)OCCCn1c(-c2ccco2)nc2nc3ccccc3nc21	0%	173%[activator]	38%	-14	-14%	-8	-4%	20%[57.5 µM]	2%
CCOc1ccc(OCc2cccc(C(=O)N3CCCC3)c2)cc1	-6%	-22%	-1%	1	?	14	11%	-23%[57.5 µM]	31%
Cc1nc(N(C)C)c2sc(=S)n(-c3ccccc3)c2n1	-6%	2%	-1%	2	-9%	21	0%	-24%	0%
CCC(=O)OCc1cnc(C)c2oc(=O)c(C(=O)Nc3ccccc3C(F)(F)F)cc12	nt	-4%	nt	-10	3%	nt	-8%	?	3%
COc1cccc(/C=C2\SC(=S)N(N3C(=O)CCCC3=O)C2=O)c1	-14%	-6%	5%	9	0%	3	-5%	-13%	2%

Entries of single compounds as entered above. Values in the order: aSyn rescue	GLP1R cytotox	GLP1R ag	D3 ag	KB-V1 MDR tox	D3 antag	TDP-43 yeast inh	PTHR1 agonist	GLP-1R inv ag
Entry for CC(=O)Nc1ccc(C(=O)N(C)C(C(=O)Nc2ccc(C)cc2)c2ccccn2)cc1 (stereo not drawn) = 0%	-9%	-3%	3	27%	6	3%	i	1%
Entry for CC(C)OCCCn1c(-c2ccco2)nc2nc3ccccc3nc21 = 0%	173%[activator]	38%	-14	-14%	-8	-4%	20%[57.5 µM]	2%
Entry for CN(C)c1cccc2c(/C=N/O)ccc(N(C)C)c12 = -3%	2%	0%	7	-5%	12	-20%	i	9%
Entry for Cc1ccc(-c2cnc(C3CC3)o2)cc1S(=O)(=O)Nc1ccccc1 = ?	-32%	15%	4	?	-2	32µM*	-30%	?

Other results:
SMILES	aSyn rescue	GLP1R cytotox	GLP1R ag	D3 ag	KB-V1 MDR tox	D3 antag	TDP-43 yeast inh	PTHR1 agonist	GLP-1R inv ag
Cc1ccc(S(=O)(=O)CCC(=O)N2CCN(c3ccc(Cl)cc3)CC2)cc1	16%	-26%	-12%	32*	?	13	20%	i	-10%
Clc1cccc(CNc2ccn3nc(-c4ccc(OCCN5CCOCC5)cc4)cc3n2)c1	?	-23%	-15%	4	?	77	0%	-53%[inhibitor]	?
Nc1c(Br)cc(Br)c2c1-c1ccc([N+](=O)[O-])cc1C2	-1%	23%	11%	-15	?	-14	-7%	6%	18%
COc1ccc(S(=O)(=O)N2CCN(Cc3ccc4c(c3)OCO4)CC2)cc1F	9%	0%	13%	-27	?	-13	-17%	-30%	?
COc1ccc(S(=O)(=O)NCC(c2ccc(C)cc2)N2CCN(C)CC2)cc1OC (stereo not drawn)	-1%	1%	0%	3	0%	8	9%	i	-27%
O=S(=O)(c1ccc2c(c1)C(=NO)c1cc(S(=O)(=O)N3CCCCC3)ccc1-2)N1CCCCC1	1%	?	-5%	-9	5.2µM*	?	28%	-9%	?
Cc1cccc(NC(=O)C2CCCN(c3cnccn3)C2)c1 (stereo not drawn)	2%	6%	-4%	-3	-6%	-3	17%	0%	-15%
Cc1[nH]c2ccccc2c1CCN(Cc1cccs1)C(=S)Nc1ccccc1	-2%	-14%	5%	-1	?	?	15%	-21%	?
Cc1ccc(N2CC(O)CSC2=Nc2ccccc2)cc1 (stereo not drawn)	-2%	8%	-1%	-1	?	2	10%	i	?
O=C(C[C@H]1C/C=C\C[C@H](NC(=O)OCC2c3ccccc3-c3ccccc32)C(=O)OC[C@@H]2CCCN2C1=O)NCCO	-2%	0%	1%	0	5%	-27	-22%	-6%	11%
CCc1c(O)nc(SCC(=O)Nc2cc(C)on2)n(-c2ccccc2)c1=O	0%	0%	-6%	3	nt	-9	-13%	i	2%
Clc1ccc(SCc2csc(N3CCOCC3)n2)cc1	3%	-10%	1%	3	-2%	-18	23%	-73%[inhibitor]	?
Cc1cc(N2CCOCC2)c2c(N)c(C)cc(C)c2n1	-1%	-29%	-10%	-1	3%	0	0%	i	-26%
O=c1c2c3c(sc2nc2n1CCCS2)CCCC3	0%	-5%	0%	11	-25%	8	18µM*	-15%	78%[activator]
COCCn1c(SCC(=O)Nc2ccc(NC(C)=O)cc2)nc2ccccc2c1=O	-6%	2%	8%	-8	10%	-16	-18%	i	54%[activator]
O=C(O)c1cc(NC(=O)c2ccco2)cc(NC(=O)c2ccco2)c1	-3%	8%	-1%	-9	-3%	-20	-13%	i	16%
O=C(C[C@H]1C(=O)N(Cc2ccccc2)C[C@@H]1Cc1ccccc1)Nc1ccccc1	5%	8%	12%	-1	?	-16	?	-36%[inhibitor]	?
O=C(c1cccc(S(=O)(=O)Nc2cccc(C(F)(F)F)c2)c1)N1CCOCC1	2%	-5%	0%	2	4%	1	15%	-10%	8%
Cn1nccc1C(=O)N1CCN(c2ccc(F)cc2)CC1	1%	3%	-5%	2	-8%	8	?	i	18%
O=C(c1ccco1)N1CCCC(N2CCN(c3ccccc3F)CC2)C1 (stereo not drawn)	-5%	-4%	-5%	-12	-16%	?	-16%	i	1%
Cc1ccc(N/C=C(\C#N)S(=O)(=O)c2ccccc2)cc1	-3%	-6%	14%	5	-24%	1	-7%[0.397 µM]	-10%	-35%
O=C(CN1CCCC1)Nc1sc2c(c1C(=O)Nc1ccc(Br)cc1)CCC2	-15%	-3%	1%	-3	-20%	-25	-13%	-9%	-22%
Cc1ccc(NC(=O)CC2COc3ccccc3O2)cc1 (stereo not drawn)	3%	4%	-1%	-2	0%	-21	0%	-44%[inhibitor][57.5 µM]	?

Bioassay records: PubChem, National Center for Advancing Translational Sciences (NCATS)

Not all compounds are listed; rates above refer to the full screens.
